IP6K1 inh = blocks human inositol hexakisphosphate kinase 1. Q92551. IP6K1 kinase, ADP-Glo luminescence, 2 h; active compounds read low. activity change, % (series mostly up to about 58 µM). hit rate 0.81% among 140,000; in the data active = activity change below about -25%
Target sequence (Q92551 whole entry, looked up): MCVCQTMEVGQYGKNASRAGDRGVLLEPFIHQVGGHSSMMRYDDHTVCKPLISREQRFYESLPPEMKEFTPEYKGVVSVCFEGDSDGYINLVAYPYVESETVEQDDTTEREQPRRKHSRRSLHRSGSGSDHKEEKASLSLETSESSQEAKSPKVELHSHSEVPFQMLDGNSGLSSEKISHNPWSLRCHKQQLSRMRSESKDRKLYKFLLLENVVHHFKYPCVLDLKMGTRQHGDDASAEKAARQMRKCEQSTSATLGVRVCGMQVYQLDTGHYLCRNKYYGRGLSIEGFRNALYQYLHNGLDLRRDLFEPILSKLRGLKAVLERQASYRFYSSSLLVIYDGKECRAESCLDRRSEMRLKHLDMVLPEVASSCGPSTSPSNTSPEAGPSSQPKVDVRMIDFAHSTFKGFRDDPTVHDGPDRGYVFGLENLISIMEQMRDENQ
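ADP-Glo luminescence measures ADP made by human IP6K1 during a 2 h RT reaction with ATP/IP6 (mix at 1.3 mM/130 uM); top library doses 57.5 and 19.1 uM final.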
HEK293 viab = counter-screen for SNCA expression inhibitors: cell viability. HEK-293-SNCA-luc viability, GF-AFC fluorescence, 24 h. hit rate 0.12% among 150,000. Potency, µM (series often up to 57.1 µM), without a hit: at the highest dose activity change, negative = cytotoxicity, hits mostly cytotoxic. AID 1671193;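 note: potency is the fitted concentration of half-maximal effect; 0% = DMSO-treated cells and -100% = medium-only wells without cells; nearly all actives have a fitted effect of over 30% in size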
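HEK-293-SNCA-luc cells (1500/well) plated 24 h, then exposed 24 h to a dilution series; GF-AFC added 30 min at 37C, fluorescence 405/540 nm; normalised to medium-only and DMSO wells, Hill fit.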
GPT2 inh = GPT2 alanine aminotransferase inhibition; AID 1671188; Recombinant GPT2, coupled pyruvate oxidase/HRP Amplex Red fluorescence; Potency, µM (highest dose often 57.7 µM), for inactives: top-dose activity change, negative = inhibition, hits mostly inhibitors; hit rate 0.25% among 100,000; note: potency is the fitted concentration of half-maximal effect; nearly all actives have a fitted effect of over 60% in size; many of its hits are not listed in these tables
Target sequence (Q8TD30 whole entry, looked up): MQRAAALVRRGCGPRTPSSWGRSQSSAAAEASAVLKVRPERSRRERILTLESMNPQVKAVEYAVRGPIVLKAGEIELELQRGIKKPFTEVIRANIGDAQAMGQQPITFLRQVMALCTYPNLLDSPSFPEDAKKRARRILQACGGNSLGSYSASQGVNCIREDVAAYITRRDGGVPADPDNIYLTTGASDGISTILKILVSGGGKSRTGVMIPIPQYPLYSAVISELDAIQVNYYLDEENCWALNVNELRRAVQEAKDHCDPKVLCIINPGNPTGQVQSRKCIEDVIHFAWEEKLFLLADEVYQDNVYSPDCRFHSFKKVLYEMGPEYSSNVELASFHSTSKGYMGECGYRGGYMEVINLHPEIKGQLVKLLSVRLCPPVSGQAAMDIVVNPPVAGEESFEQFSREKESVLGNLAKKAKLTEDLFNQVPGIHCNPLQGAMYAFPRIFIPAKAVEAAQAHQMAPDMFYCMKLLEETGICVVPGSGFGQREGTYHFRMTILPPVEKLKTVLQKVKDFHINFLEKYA
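Fluorescence read-out: pyruvate from GPT2 turnover coupled to pyruvate oxidase, HRP and Amplex Red (0.2mM ThPP, 0.2U/mL PO and HRP, 50uM Amplex final). Substrates 250uM a-KG, 2mM L-alanine; enzyme 10ng/uL; 30 min RT.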
HEK cytotox = cytotoxic compounds in HEK 293 cells; HEK 293 viability, ATP luminescence (CellTiter-Glo), 48-72 h; Potency, µM (titrated, usually from 115 µM), for the others: top-dose activity change, negative = cytotoxicity, hits mostly inhibitors; hit rate 6.6% among 94,000; note: potency is the fitted concentration of half-maximal effect; nearly all actives have a fitted effect of over 60% in size
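ATP-coupled CellTiter-Glo luminescence served as viability read-out, recorded 10 min after reagent addition at room temperature. HEK 293 cells, 250 cells/well, had been incubated with pintool-transferred compound for 48 or 72 hr at 37 degree Celsius.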
FLuc inh = blocks purified firefly luciferase enzyme activity. Potency, µM (doses to about 115 µM), without a hit: at the highest dose activity change, negative = inhibition, actives largely listed as inhibitors. P08659. hit rate 2.5% among 76,000. purified P. pyralis luciferase, luminescence, biochemical. AID 1347043; note: potency is the fitted concentration of half-maximal effect; nearly all actives have a fitted effect of over 65% in size
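Biochemical qHTS: compound (6-point titration) added to 10uM D-luciferin plus 10uM ATP in Tris acetate pH 7.5 buffer with Mg, Tween-20 and BSA, then purified enzyme at 10nM; light output imaged.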
NIH3T3 tox = NIH 3T3 cell cytotoxicity | NIH 3T3 viability, CellTiter-Glo ATP luminescence, 48-72 h | Potency, µM (top dose mostly 96.7 µM), for the others: top-dose activity change, negative = cytotoxicity, usual class: inhibitors | hit rate 4.3% among 94,000 | AID 1345082; note: potency is the fitted concentration of half-maximal effect; nearly all actives have a fitted effect of over 55% in size
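NIH 3T3 cells at 400 cells/well received 23 nL of compound by pintool and were incubated 48 or 72 h at 37 °C. Viability was read as ATP-coupled CellTiter-Glo luminescence.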
SNCA expr inh = reduces expression of the alpha-synuclein gene | Potency, µM (titrated, usually from 57.2 µM), for inactives: at the top dose activity change, negative = inhibition, actives largely listed as inhibitors | hit rate 0.17% among 140,000 | HEK-293 SNCA-luciferase knock-in, luminescence, 24 h | AID 1671194;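 note: potency is the fitted concentration of half-maximal effect; plate controls were DMSO cells for no effect and cell-free wells for full effect; nearly all actives have a fitted effect of over 45% in size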
* = called active by the depositor; i = inactive; ? = inconclusive; nt = not tested or not shown; & = joins results of further samples; [ ] = dose if it differs, or a comment. Unless noted, calls come from the whole dose curve; as a rule, active = well fitted curve in the direction sought with a large enough effect; inconclusive = small, poorly fitted or top-dose-only effect, or another doubt; inactive = no such curve, though single readings can be large; an effect the other way counts as inactive or inconclusive. Unless noted, % is set by controls: 0 for no effect and ±100 for the full control effect. Some of the compounds tested; count on the stated rates, not on these rows.

SMILES | IP6K1 inh | HEK293 viab | GPT2 inh | HEK cytotox | FLuc inh | NIH3T3 tox | SNCA expr inh
CC(=O)N1CCc2nn(CC(=O)Nc3ccccc3C)c(=O)cc2C1 | 17.8 | -11.3% | i | 6.4% | -2.3% | i | -11.6%
COc1ccc(Nc2ncc(-c3cnn(C)c3)c3c2OCC3)cc1 | -18.0 | 2.1%[87.6 µM] | -12.2%[88.5 µM] | ? | 25.1µM* | ? | 79.5%[activator][87.6 µM]
COc1cc(-c2ccnc(-c3nnc(C)n3Cc3ccccc3)c2)ccn1 | -4.3 | -15.3%[87.6 µM] | 2.5%[88.5 µM] | ? | -25.0%[172 µM] | ? | 3.2%[87.6 µM]
COc1cc(NC(=O)Cn2c(=O)n(Cc3ccccc3OC)c(=O)c3cccnc32)cc(OC)c1 | 36.7 | 4.1% | nt | nt | nt | nt | -10.2%
Cc1cc(C)cc(-c2ccc(CN3CCCC(NC(=O)Cc4ccc(F)cc4)C3)cc2)c1 (configuration not stated) | -6.5 | ? | 2.5% | 31.6µM* | nt | ? | ?
COc1ccccc1-c1nnc2n1C(C(=O)N1CCOCC1)CC2 (configuration not stated) | 3.7 | -9.9% | -7.4% | 3.7% | nt | i | 19.1%
C/C=C(\C)C(=O)O[C@@H]1CC2[C@@H](CC=C3C[C@@H](O[C@H]4C[C@H](OC)[C@H](O[C@H]5C[C@H](OC)[C@H](O[C@H]6C[C@H](OC)[C@H](O[C@H]7C[C@@H](OC)[C@H](O[C@@H]8O[C@H](CO)[C@@H](O)[C@H](O)[C@H]8O)[C@@H](C)O7)[C@@H](C)O6)[C@@H](C)O5)[C@@H](C)O4)CC[C@@]32C)[C@@]2(O)CC[C@H](C(C)=O)[C@@]12C (some centres not stated) | 10.9 | -3.7%[12.5 µM] | i[11.5 µM] | nt | nt | nt | nt
COc1ccc(-c2ccc(COc3ccc4c(cnn4CCC(=O)O)c3)cc2)c(C)c1 | -15.9 | 6.7%[87.6 µM] | i | ? | ? | ? | 5.3%[87.6 µM]
Cc1noc(C)c1CC(=O)N(C)C1CCc2nnc(C)n2CC1 (configuration not stated) | -6.9 | 10.8% | 2.5% | -5.7% | -9.5% | 2.3% | 1.6%
O=C(CCC[C@H]1NC[C@@H]2CC1CN(Cc1ccccc1)C2)N1CCOCC1 | -1.9 | 1.4% | i | 6.9% | -1.8% | 1.7% | -7.2%
CN(C)c1ccc(CN[C@H]2[C@H](O)[C@@H](N(C)CCc3ccccn3)[C@@H]3OC[C@H]2O3)cc1 | 5.3 | 10.2%[87.6 µM] | i | -3.0%[172 µM] | 0.9%[172 µM] | -1.0%[138 µM] | -2.7%[87.6 µM]
C=CCC1(OC)CCN(C(=O)c2cnn3cc(CN(CC)CC)cnc23)CC1 | 16.9 | -2.2% | -11.4% | -16.5% | -1.5% | -1.3% | -0.2%

Continued; the last 3 above are carried over.
SMILES | IP6K1 inh | HEK293 viab | GPT2 inh | HEK cytotox | FLuc inh | NIH3T3 tox | SNCA expr inh
O=C(CCC[C@H]1NC[C@@H]2CC1CN(Cc1ccccc1)C2)N1CCOCC1 | -1.9 | 1.4% | i | 6.9% | -1.8% | 1.7% | -7.2%
CN(C)c1ccc(CN[C@H]2[C@H](O)[C@@H](N(C)CCc3ccccn3)[C@@H]3OC[C@H]2O3)cc1 | 5.3 | 10.2%[87.6 µM] | i | -3.0%[172 µM] | 0.9%[172 µM] | -1.0%[138 µM] | -2.7%[87.6 µM]
C=CCC1(OC)CCN(C(=O)c2cnn3cc(CN(CC)CC)cnc23)CC1 | 16.9 | -2.2% | -11.4% | -16.5% | -1.5% | -1.3% | -0.2%
Cn1cccc1CN1CCC2(CC(c3cccc(C(F)(F)F)c3)=NO2)C1 (configuration not stated) | 0.4 | 9.8% | i | -5.0% | nt | -1.5% | -3.9%
O=C(Cn1nc2c(cc1=O)CCCC2)Nc1ccc(N2CCCS2(=O)=O)cc1 | 21.4 | 7.6% | -0.3% | 12.8% | -3.8% | i | -17.9%
Cc1ccc(NC(=O)CSC2=Nc3ccccc3C3=NC(Cc4ccccc4)C(=O)N23)cc1C (configuration not stated) | -9.5 | ? | nt | nt | nt | nt | -5.5%
Cc1oc(-c2cccc(Cl)c2)nc1CSCC(=O)NCc1ccccc1Cl | 3.3 | 1.7% | nt | nt | nt | nt | -0.5%
Cc1noc(C)c1-c1cc2cc(CO)oc2c(-c2ccc([S+](C)(=O)[O-])cc2)n1 | 6.0 | -1.3%[87.6 µM] | i | ? | 11.1%[172 µM] | ? | 11.2%[87.6 µM]
CC(=O)Nc1ccc(OCC(=O)N2CCC(C)CC2)nc1 | 13.9 | 0.4% | i | 3.0% | -2.6% | -2.6% | 29.5%
CN1C2CCC1CC(OC(c1ccccc1)c1ccccc1)C2 (configuration not stated) | nt | -21.2% | -7.1% | nt | nt | nt | 4.0%
Cc1nn(CC(=O)NC2CCCCC2)c(=O)c2nc(C(C)C)sc12 | 6.3 | -4.7% | -11.5% | -0.4% | 0.5% | i | 5.7%
O=C1COc2ccc(N3CCCC3)nc2CN1Cc1ccccc1 | -3.2 | -2.9%[87.6 µM] | 2.0%[88.5 µM] | ? | -7.0%[172 µM] | ? | -9.6%[87.6 µM]
O=C(CSc1nnc(-c2ccc(Br)cc2)n1-c1ccccc1)c1ccccc1 | 20.3 | -4.1% | nt | nt | nt | nt | -9.4%
Cc1ccc(CN(C)C2CCc3nn(C)c(=O)n3CC2)o1 (configuration not stated) | -0.6 | 0.9% | -2.0% | i | -6.5% | i | -8.4%
Cc1ccc(Cn2cc(S(=O)(=O)c3cccc(Cl)c3)c(=O)c3cc(F)c(N4CCOCC4)cc32)cc1 | -4.7 | -6.7% | nt | nt | nt | nt | -10.9%
CCc1ccc(NC(=O)c2cc(S(=O)(=O)NC3CCCC3)ccc2F)cc1 | -20.4 | -8.7% | nt | nt | nt | nt | 20.9%
COc1ccc(CNC(=O)c2c(C)noc2-c2ccc(OC)cc2)cc1 | 11.7 | 5.5% | i | ? | -11.4% | -28.0% | -7.9%
CCN(C(=O)c1cn(CC(C)C)c(=O)c2cc(OC)c(OC)cc12)c1cc(OC)ccc1OC | 40.1 | -0.5% | nt | nt | nt | nt | -7.3%
COc1ccc(CCC(=O)NCCc2ncc(C)n2C2CCC2)cc1 | 7.8 | 8.5% | -3.2% | -24.3% | -2.0% | -15.5% | -4.3%
COc1ccc(-c2noc(-c3nc(C)no3)n2)cc1 | -4.7 | 13.3% | i | -2.3% | -16.1% | 3.2% | 119.0%[activator]
CCN1C[C@@H]2C(C(=O)Nc3cccc(Cl)c3)=NO[C@@H]2C1 | -1.5 | 1.6%[87.6 µM] | 1.1%[88.5 µM] | ? | 12.9%[172 µM] | -20.9%[138 µM] | 9.2%[87.6 µM]
CN(c1cc(=O)c2ccnc(-c3ccccc3Oc3ccccc3)c2o1)C1CCOCC1 | 16.5 | 2.4%[87.6 µM] | ? | -28.8%[172 µM] | -14.6%[172 µM] | -93.1%[138 µM] | 33.2%[activator][87.6 µM]
COC(=O)[C@H](NC(=O)[C@@H]1[C@@H](NC(=O)Nc2ccc(F)cc2F)CCN1C(=O)c1cnccn1)C(C)C | -8.0 | -5.9% | -1.4% | 0.3% | 2.3% | 0.4% | -16.5%
Cc1ccc(-n2cc(CN3CCn4nc(C(O)c5nccn5C)cc4C3)cn2)cc1 (configuration not stated) | 7.3 | 7.0% | ? | -7.6% | ? | -22.8% | -8.1%
Cc1ccc(OCC(=O)N2CCC(CC(=O)N(C)Cc3ccccc3)C2)cc1 (configuration not stated) | 5.7 | -10.8% | i | ? | nt | ? | -10.6%
CCOc1ccc(C2c3c(oc4ccc(C)cc4c3=O)C(=O)N2Cc2ccc3c(c2)OCO3)cc1OC (configuration not stated) | 4.6 | 8.6% | nt | nt | nt | nt | 32.9%
COc1ccc(CNC(=O)c2cnn3c(C)c(Cc4ccc(F)cc4)c(C)nc23)cc1 | -10.3 | -0.4% | nt | nt | nt | nt | 25.8%
CC1CCc2nn3ccn(CC(=O)Nc4ccccc4)c(=O)c3c2C1 (configuration not stated) | 4.1 | -12.3% | i | -20.6% | -26.0% | -15.4% | -13.9%
CNC(=O)c1onc(-c2ccc(OC)cc2)c1[C@H](C)O | -6.3 | 6.9%[87.6 µM] | i | 0.4%[230 µM] | -3.8%[230 µM] | -13.1%[174 µM] | 33.7%[activator][87.6 µM]
Cc1nn(-c2ccccc2)c2c1C(C(C)C)N(C1CCCN(C(=O)C3CCCC3)C1)C2=O (configuration not stated) | 8.8 | nt | nt | -10.2% | nt | -18.6% | nt
COc1cccc(Nc2nc3c(S(=O)(=O)c4cc(C)ccc4C)nnn3c3ccsc23)c1 | 2.7 | -3.7% | nt | nt | nt | nt | 0.6%
COc1ccccc1C(=O)NC1CCN(Cc2ccc(-c3ccccc3OC)cc2)C1 (configuration not stated) | 23.5&14.5 | nt | nt | ? | nt | ? | nt
CCOc1ccc(NC(=O)CN2CCN(S(=O)(=O)c3ccc(OC)cc3)CC2)cc1 | 11.1 | 8.6% | nt | nt | nt | nt | ?
CCOC(=O)c1scc(-c2ccccc2)c1S(=O)(=O)Nc1cc(Cl)c(OC)cc1OC | 15.4 | ? | nt | nt | nt | nt | 3.8%
Cc1ccc(S(=O)(=O)NC[C@H]2O[C@@H](CC(=O)N3CCN(c4ccc(F)cc4)CC3)[C@H](O)[C@@H]2O)cc1 | 0.1 | -8.4% | 2.3% | ? | 0.4% | -21.2% | 12.9%
COc1ccccc1CCNC(=O)C(=O)NCC(c1cccs1)S(=O)(=O)c1ccc(C)cc1 (configuration not stated) | -10.9 | 10.9% | nt | nt | nt | nt | -12.9%
CCN(Cc1ccccc1)C(=O)Cn1c(=O)n(-c2ccc(C)c(C)c2)c(=O)c2c(C)c(C)sc21 | 6.4 | ? | nt | nt | nt | nt | -10.0%
CC(=O)N1CCC2(CC1)CN(C(=O)c1c(C)noc1C)Cc1ccccc1O2 | 9.9 | 1.2% | -7.1% | i | nt | i | -21.6%
CCc1cccc(-n2c(=O)c3cccnc3n2CC(=O)Nc2ccc(F)c(C)c2)c1 | -8.2 | -15.3% | nt | nt | nt | nt | -27.2%
CNC(=O)c1cnn2c1CN(C(=O)c1ccccc1)CC2 | 8.2 | -3.0%[87.6 µM] | 1.7%[88.5 µM] | -0.9%[172 µM] | nt | -19.4%[138 µM] | -8.4%[87.6 µM]
CCN(c1ccccc1)S(=O)(=O)c1cc(Br)cc2c1N(C(=O)C1CC1)CC2 | -2.4 | 3.6% | nt | nt | nt | nt | 3.3%
Cc1nc2nc(NC(=O)c3ccc(Cl)cc3)[nH]n2c(=O)c1Cc1ccccc1 | -19.3 | 10.6% | nt | nt | nt | nt | -15.1%

High-throughput results as filed in PubChem.
